High-throughput results deposited in PubChem by Broad Institute.
LGR2 antag = inhibitors of bursicon-induced LGR2 CRE-luciferase signal, primary screen, cell-based, HEK293, CRE-luciferase reporter, bursicon stimulation; bursicon-stimulated, 4 h; inhibition, % at 9.99 µM; actives 0.35% (n = 380,000);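 active = drop in luminescence signal, shown as inhibition above about 50% in the replicate tests, limit read from the data, passing the limit was not always enough; inconclusive = probably only some replicates passing the limit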;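 note: agonist challenge used bursicon conditioned medium at about half maximal strength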
EWS-Fli inh = EWS/Fli-driven NR0B1 reporter inhibitors, primary screen, A673 cells, NR0B1 luciferase, luminescence, MLPCN library; viability-normalised; inhibition, % at 12.6 µM; actives 0.67% (n = 350,000);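 active = mean inhibition of at least 50% after viability correction, with every replicate also passing that limit; inconclusive = mean reaches 50% but only one of two replicates passes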;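 note: firefly luciferase signal divided by Alamar Blue viability fluorescence both relative to DMSO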
PAX8 inh HTS = inhibitors of PAX8-driven TPO luciferase reporter, primary screen, RMG-I cells, single concentration; SteadyGlo, 24 h; actives 1.2% (n = 360,000); inhibition, % at 12.6 µM;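 active = mean replicate inhibition at least 60% with every replicate also reaching 60%; inconclusive = only one of the two criteria is met; inactive = mean below 60% and not all replicates reaching 60%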;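 note: luciferase light reporting Pax8 driven TPO promoter activity; plate controls were median of neutral control wells for no effect and mitoxantrone controls for full effect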
ARNT TACC3 PPI = disruptors of ARNT/TACC3 protein interaction, primary screen, biochemical, AlphaScreen, single concentration. AID 623870, 2012. inhibition, % at 9.99 µM. actives 0.66% (n = 390,000). AlphaScreen His-ARNT PAS-B/GST-TACC3 binding, luminescence; TACC3 fragment carries E629A point mutation;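 active = mean inhibition of replicates at least 50% and at least half of replicates each reaching 50%; inconclusive = half or more replicates reach 50% but mean below 50%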;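 note: 0% = complete ARNT plus TACC3 wells and 100% = ARNT alone without TACC3; many hits fall short of the cut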
DENV2 CPE = inhibitors of DENV2 cytopathic effect, primary screen, cell-based, plate reader, single concentration; DENV2-infected cells, cytopathic effect rescue; CPE inhibition, % at 9.99 µM; actives 1.7% (n = 350,000); AID 651640, 2012; in the data active = CPE inhibition above about 20%, passing the limit was not always enough; inconclusive = no clear call, values can overlap the other calls; tested in BHK-21 cells;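 note: 0% = median of neutral control wells and 100% = median of positive control wells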
CASP6 VEID inh = human caspase-6 inhibitors, primary screen, biochemical, VEID-R110 fluorescence, single point, set 2. AID 686996, 2013. actives 0.53% (n = 350,000). purified caspase-6, Z-VEID-R110 cleavage fluorescence. inhibition, % at 12.5 µM. P55212;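 active = mean inhibition across replicates at least about 35%, with every replicate also reaching that limit, limit read from the data; inconclusive = only one of the two criteria met; inactive = neither criterion met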;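 note: 0% = median of neutral control wells and 100% = no fluorescence left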
Target sequence (P55212 24-179 limits assumed): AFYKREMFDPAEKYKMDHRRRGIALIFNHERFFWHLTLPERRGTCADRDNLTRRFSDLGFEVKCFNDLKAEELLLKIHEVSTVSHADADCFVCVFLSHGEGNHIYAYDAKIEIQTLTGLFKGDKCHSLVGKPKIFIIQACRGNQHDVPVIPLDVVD
Target sequence (P55212 194-293 limits assumed): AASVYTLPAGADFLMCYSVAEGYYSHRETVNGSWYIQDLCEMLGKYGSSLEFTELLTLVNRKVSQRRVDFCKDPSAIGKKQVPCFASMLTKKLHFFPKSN
SIRT5 inh = SIRT5 desuccinylase inhibitors, primary screen, biochemical, fluorescence imaging, single point, set 5; NAD-dependent protein deacylase sirtuin-5, mitochondrial (Homo sapiens), Q9NXA8; Purified SirT5, succinyl-peptide AMC, trypsin-coupled fluorescence; inhibition, % at 15 µM; actives 1.1% (n = 330,000); in the data active = inhibition above about 15%; inconclusive = no clear call, values can overlap the other calls
Target sequence (Q9NXA8 whole entry, looked up): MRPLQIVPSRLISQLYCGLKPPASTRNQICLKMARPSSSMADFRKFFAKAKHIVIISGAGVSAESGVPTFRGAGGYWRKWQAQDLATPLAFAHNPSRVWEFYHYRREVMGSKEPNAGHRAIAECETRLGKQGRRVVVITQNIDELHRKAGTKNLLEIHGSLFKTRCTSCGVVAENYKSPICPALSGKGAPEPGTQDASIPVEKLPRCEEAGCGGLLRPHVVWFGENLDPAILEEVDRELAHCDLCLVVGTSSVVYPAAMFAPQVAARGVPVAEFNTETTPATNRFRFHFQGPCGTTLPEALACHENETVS
Starred values were filed as active, the others as inactive; ? = inconclusive; / = no result given.

SMILES | LGR2 antag | EWS-Fli inh | PAX8 inh HTS | ARNT TACC3 PPI | DENV2 CPE | CASP6 VEID inh | SIRT5 inh
CC1CN(c2ncnc3c2c(-c2ccccc2)cn3-c2ccc(F)cc2)CC(C)O1 (stereo not given) | 14 | 10 | 16 | 1 | 0 | 0 | -3
CCN(CC(=O)Nc1ccc(OC)cc1)C(=O)CCc1nc2ccccc2c(=O)[nH]1 | -11 | 0 | -20 | -1 | -1 | -7 | 1
C[C@@H]1CN([C@@H](C)CO)C(=O)c2cc(NC(=O)Nc3cccc4ccccc34)ccc2O[C@@H](C)CCCCO[C@H]1CN(C)S(=O)(=O)c1ccc(F)cc1 | 6 | 13 | 12 | / | -8 | 2 | 1
Cc1nc2ccccc2c(=O)n1NC(=O)c1cccc(Cl)c1 | -9 | 6 | 12 | 1 | 5 | 0 | -3
Cc1cc(C(=O)NCc2csc(-c3ccccc3)n2)no1 | -36 | -24 | -46 | -2 | -2 | -1 | -3
Cc1ccc(-c2nnc(SCC(=O)NC3CC3)n2N)cc1 | 17 | -4 | -7 | -6 | -4 | -2 | 0
Cc1noc(C)c1COc1ccc(C(=O)OCC(=O)Nc2c(C)n(C)n(-c3ccccc3)c2=O)cc1 | -4 | 4 | -14 | 2 | 9 | 0 | -5
COC(=O)c1ccc2cc(OC)c(OC)cc2c1 | -15 | -8 | -27 | / | 11 | 1 | -3
COc1ccc(S(=O)(=O)Nc2ccc3c(c2)CC(=O)N([C@@H](C)CO)C[C@@H](C)[C@@H](CN(C)Cc2ccc(Cl)c(Cl)c2)O3)cc1 | 8 | 2 | 35 | 3 | 0 | -1 | -5
CC/C=C\C/C=C\C/C=C\CCCCCCCC(=O)O | 4 | -4 | -6 | 4 | -5 | 35 | 17*
O=C(COC(=O)C1CC(=O)N(Cc2ccccc2)C1)c1ccc(F)cc1 (stereo not given) | -6 | 1 | -16 | -1 | -3 | 3 | 0
CCOC(=O)c1ncn2c1CN(C)C(=O)c1cc(F)ccc1-2 | 17 | -5 | -1 | 16 | ? | 1 | 1
O=S(=O)(NCCN1CCCC1)c1cccc2cccnc12 | -5 | 7 | 10 | 2 | -4 | -5 | /
C[C@@H]1CCCCO[C@@H](CN(C)C(=O)Cc2ccccc2)[C@@H](C)CN([C@H](C)CO)C(=O)c2cc(NC(=O)Nc3ccc(C(F)(F)F)cc3)ccc2O1 | 0 | -16 | 10 | 2 | 3 | -2 | 4
CNc1ccccc1C(C)(C)c1cc(-c2cccc([N+](=O)[O-])c2)no1 | 4 | -2 | 18 | 7 | 6 | 0 | -6
CCc1ccc2c(CN(C)Cc3ccc(OC(F)F)c(OC)c3)cc(=O)oc2c1 | -22 | 21 | -10 | -6 | -1 | 0 | -5
CN(CC(=O)Nc1ccccc1Br)C(=O)CCSc1ccc(F)cc1 | 1 | 9 | 7 | -1 | -1 | 0 | -4
COc1ccc(/C(N)=N/OC(=O)c2ccco2)cc1 | 69* | 31 | -4 | -1 | 2 | 1 | 4
CCc1nc2c(OCCOc3ccc(F)cc3)cccn2c1N(C)C(=O)c1ccc(C)cc1 | 12 | 3 | 21 | / | 1 | 0 | 1
C[C@H]1CCCCO[C@@H](CN(C)C(=O)C2CCCCC2)[C@@H](C)CN([C@@H](C)CO)C(=O)c2cc(NS(=O)(=O)c3cn(C)cn3)ccc2O1 | -6 | -12 | 9 | -12 | -1 | 0 | -3
O=C(NNC1=NC2(CCCC2)Cc2ccccc21)c1cccnc1 | / | 0 | 14 | -11 | -4 | 2 | -1
CC(=O)Oc1ccc2c(=O)c(-c3nc4ccccc4s3)coc2c1 | 17 | -15 | -85 | -4 | -2 | 0 | -3
CCc1cc2c(SCC(=O)NC(=O)c3cccn3C)ncnc2s1 | 7 | 9 | 20 | 23 | 1 | 3 | 1
CC(C)=NNC(=O)c1c(O)c2ccccc2[nH]c1=O | -13 | -23 | -23 | 23 | -12 | 0 | -4
NC1(N2SC(S)=C3CCCC=C32)CCCCC1 | 3 | -6 | -5 | / | -8 | -2 | /
OCc1ccccc1O[C@@H]1O[C@H](CO)[C@@H](O)[C@H](O)[C@H]1O | 9 | -12 | / | -11 | 0 | 0 | /
Cc1noc(C)c1S(=O)(=O)Nc1ccc2c(c1)CC(=O)N([C@H](C)CO)C[C@H](C)[C@@H](CN(C)S(C)(=O)=O)O2 | 3 | -4 | -24 | 3 | -1 | / | /
COc1ccc(OC)c(Cc2nnc(CCC(=O)NC3CCCCC3)o2)c1 | -14 | -38 | -31 | 16 | 1 | 0 | 1
O=C(Nc1cccc(S(=O)(=O)N2CCCCC2)c1)c1ccc(OCC2CCCO2)cc1 (stereo not given) | 7 | 7 | 19 | 4 | -4 | 0 | -1
Cc1nc(-c2ccc(S(=O)(=O)Nc3cc(S(=O)(=O)N(C)C)ccc3C)s2)cs1 | 9 | -11 | 10 | 0 | -3 | 1 | 1
O=C(C[C@@H]1CC[C@H]2[C@@H](COC[C@@H](O)CN2Cc2ccc(C(F)(F)F)cc2)O1)N1CCc2ccccc2C1 | -9 | / | / | 2 | 0 | 1 | 3
COC(=O)[C@]12CCCCC=C1N(Cc1ccccc1)C(=O)[C@H](CC(=O)NCc1cccc3ccccc13)C2 | 20 | 4 | 6 | / | 16 | 0 | -6
Cc1noc(C)c1NC(=O)Nc1ccc2c(c1)C(=O)N([C@@H](C)CO)C[C@@H](C)[C@@H](CN(C)S(C)(=O)=O)O2 | -4 | -7 | / | -3 | -3 | 4 | /
O=C(NCc1ccncc1)c1csc([C@@H]2C[C@H](O)[C@@H](CO)O2)n1 | 12 | -12 | 6 | / | -4 | 7 | /
C[C@H]1CN([C@@H](C)CO)C(=O)Cc2cc(NC(=O)C3CC3)ccc2O[C@H]1CN(C)CC1CCCCC1 | 2 | -5 | / | -2 | -10 | / | 1
C=CCNC(=O)Cc1ccc(S(=O)(=O)N2CCOCC2)s1 | -20 | -3 | -3 | -3 | -9 | -3 | 2
CCC(=O)N[C@H]1CC[C@@H](CC(=O)OC)O[C@@H]1CO | 16 | -11 | -2 | -11 | 4 | 7 | -3
COc1ccc(S(=O)(=O)Nc2cccc3c2O[C@H](CN(C)S(=O)(=O)c2ccc(Cl)cc2)[C@@H](C)CN([C@@H](C)CO)C3=O)cc1 | -14 | -1 | 4 | 8 | 16 | -3 | -1
C/C(=C\c1cccs1)C(=O)c1c(C)cc(C)[nH]c1=O | -5 | 0 | -9 | 8 | 9 | 2 | 1
CC(C)NC(=O)N(C)C[C@@H]1Oc2c(NC(=O)c3cnccn3)cccc2C(=O)N([C@@H](C)CO)C[C@@H]1C | -21 | / | -4 | -11 | -12 | 0 | -2
O=c1c(=O)n2c(nn1Cc1ccc(F)cc1)sc1ccccc12 | / | 6 | -15 | -5 | 3 | 2 | -6
Cc1noc(C)c1S(=O)(=O)Nc1ccc2c(c1)C(=O)N([C@H](C)CO)C[C@@H](C)[C@H](CN(C)S(=O)(=O)c1ccc(Cl)cc1)OCCCC[C@@H](C)O2 | 23 | 24 | 39 | -4 | 8 | -2 | 0
COCC#Cc1ccc([C@@H]2[C@@H](CO)N3CCCCN(S(=O)(=O)c4ccc(OC)cc4)C[C@@H]23)cc1 | -2 | -2 | 17 | -1 | 10 | -2 | 9
CC/C(=N/OC(=O)c1cccc(C)c1)C(=O)c1cccs1 | 8 | -9 | 2 | -8 | / | / | -1
COCCNc1nnc(SCC(=O)NNC(=O)c2ccco2)s1 | 13 | -2 | 8 | -1 | -1 | 2 | 1
COCc1cc(C)nc(N/N=C/c2ccc(-c3cc(C(=O)O)ccc3Cl)o2)c1C#N | 32 | 6 | 8 | / | -2 | / | 0
CCn1c(Cn2nnc(-c3ccccc3)n2)nnc1SCC(=O)N1CCOCC1 | 2 | / | 8 | 9 | / | 0 | -8
CCOc1ccccc1Nc1cc(C)c2cccc(C)c2n1 | 0 | 14 | 23 | -7 | 16 | 2 | -3

Exported tab-delimited: entries from further up.
SMILES	LGR2 antag	EWS-Fli inh	PAX8 inh HTS	ARNT TACC3 PPI	DENV2 CPE	CASP6 VEID inh	SIRT5 inh
O=c1c(=O)n2c(nn1Cc1ccc(F)cc1)sc1ccccc12	/	6	-15	-5	3	2	-6
Cc1noc(C)c1S(=O)(=O)Nc1ccc2c(c1)C(=O)N([C@H](C)CO)C[C@@H](C)[C@H](CN(C)S(=O)(=O)c1ccc(Cl)cc1)OCCCC[C@@H](C)O2	23	24	39	-4	8	-2	0
COCC#Cc1ccc([C@@H]2[C@@H](CO)N3CCCCN(S(=O)(=O)c4ccc(OC)cc4)C[C@@H]23)cc1	-2	-2	17	-1	10	-2	9

The list goes on:
SMILES | LGR2 antag | EWS-Fli inh | PAX8 inh HTS | ARNT TACC3 PPI | DENV2 CPE | CASP6 VEID inh | SIRT5 inh
Cc1cc(C)n(-c2ccc([N+](=O)[O-])cc2-c2nn[nH]n2)n1 | 7 | -11 | -4 | -6 | 11 | -3 | -3
Cc1cc(/C=C2\NC(=S)N(C)C2=O)ccc1N1CCCC1 | -165 | -80 | -153 | 0 | 3 | -1 | -2
CN1CCN(C(=S)c2cn(Cc3cccc(F)c3)c3ccccc23)CC1 | / | 5 | 15 | 16 | 5 | 0 | 0
COC(=O)c1[nH]c2ccc(Cl)cc2c1NC(=O)c1ccccc1[N+](=O)[O-] | -5 | / | -2 | -3 | / | / | /
COc1ccc(Cc2c(-c3ccc(OC)c(OC)c3)nc3ccc(C)cn23)c(C)c1 | 5 | -2 | 17 | / | -4 | 0 | -2
O=C(CN(CC1CCCO1)C(=O)CNS(=O)(=O)c1ccc(Cl)cc1)NC1CCCC1 (stereo not given) | 8 | -4 | 2 | -6 | -9 | -5 | -2
C[C@H]1CN([C@@H](C)CO)C(=O)c2cc(NS(=O)(=O)c3ccccc3)ccc2O[C@H]1CN(C)S(=O)(=O)c1ccccc1 | 4 | -15 | 3 | -6 | -6 | 1 | -1
COc1cc(Cl)c(C)cc1NC(=O)CN1CCCCCC1 | 13 | 3 | 7 | -2 | -2 | -2 | -2
Nc1nonc1-n1nnc(C(=O)N/N=C/c2ccc(F)cc2)c1-c1ccc2c(c1)OCO2 | 8 | / | 15 | 2 | 7 | 2 | -3
O=C(C[C@@H]1CC[C@H]2[C@@H](COC[C@H](O)CN2C(=O)Nc2ccccc2)O1)NCCCN1CCOCC1 | 5 | -4 | -9 | -4 | 1 | -1 | 5
Cc1ccccc1CSc1nc2[nH]ncc2c(=O)[nH]1 | 5 | -7 | 2 | -3 | 2 | -1 | -2
COc1ccc2[nH]c(C(=O)O)c(NC(=O)c3ccccc3[N+](=O)[O-])c2c1 | 5 | 3 | 2 | -3 | 6 | 3 | 1
Cc1cccc(NC(=S)NNc2ncc(C(F)(F)F)cc2Cl)c1 | -7 | / | -8 | 21 | / | / | /
C[C@@H]1CN([C@H](C)CO)S(=O)(=O)c2ccc(-c3ccncc3)cc2O[C@@H]1CN(C)Cc1ccc(Oc2ccccc2)cc1 | -23 | 44 | / | 0 | -32 | 0 | 2
C[C@@H]1CN([C@H](C)CO)C(=O)c2cc(NS(=O)(=O)c3ccc(Cl)cc3)ccc2O[C@@H](C)CCCCO[C@@H]1CN(C)S(=O)(=O)c1ccc(F)cc1 | -29 | -1 | 23 | 6 | ? | -1 | 13
COCc1cc(=O)[nH]c(SCC(=O)c2ccccc2)n1 | -3 | 2 | 6 | -4 | 0 | -2 | 2
Cc1ccc(S(=O)(=O)N2CCN(C(=O)CCn3cncn3)CC2)cc1C | -6 | -1 | 12 | -3 | 3 | -3 | -1
Cc1ccc(OCc2ccc(C(=O)O)o2)cc1C | -113 | -83 | -53 | -9 | 8 | 0 | -4
O=C(CN1CCN(Cc2ccccc2)CC1)NC(=O)NC1CCCCC1 | 24 | / | / | / | / | -1 | -3

Single entries from the results shown.
`C[C@@H]1CN([C@H](C)CO)S(=O)(=O)c2ccc(-c3ccncc3)cc2O[C@@H]1CN(C)Cc1ccc(Oc2ccccc2)cc1` in LGR2 antag reads -23
`Cc1cccc(NC(=S)NNc2ncc(C(F)(F)F)cc2Cl)c1` in ARNT TACC3 PPI reads 21
